# High-throughput results (PubChem)
# UBC9 SUMO inh: inhibitors of human SUMOylation (UBC9) | actives 0.36% (n = 290,000) | inhibition, % at 35 µM | P63279 | HTRF SUMOylation assay, SAE1/SAE2 + UBC9, in vitro; in the data active = inhibition above about 50%, passing the limit was not always enough; note: strong numbers were not always called active
# Target sequence (P63279 whole entry, looked up): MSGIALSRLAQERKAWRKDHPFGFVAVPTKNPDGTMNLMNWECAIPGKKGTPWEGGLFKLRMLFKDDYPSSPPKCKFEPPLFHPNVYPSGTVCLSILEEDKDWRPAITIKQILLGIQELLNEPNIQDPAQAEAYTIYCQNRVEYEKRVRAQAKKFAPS
# MEKK3 PB1 HTS: raises or lowers MEK5 binding to the human MEKK3 PB1 domain; bead-based flow cytometry, Alexa488-MEK5 binding to MEKK3; actives lie on both sides; 0 = blocked by unlabeled MEK5, 100 = vehicle; actives 1.4% (n = 290,000); binding response (% of control), % at 10 µM;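 active = binding response more than 3 SD above or below the average of its plate-row segment, actives on both sides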;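 note: Alexa488 bead fluorescence after subtracting the streptavidin-only scavenger bead signal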
# Target sequence (Q99759 whole entry, looked up, the tested form may be a part): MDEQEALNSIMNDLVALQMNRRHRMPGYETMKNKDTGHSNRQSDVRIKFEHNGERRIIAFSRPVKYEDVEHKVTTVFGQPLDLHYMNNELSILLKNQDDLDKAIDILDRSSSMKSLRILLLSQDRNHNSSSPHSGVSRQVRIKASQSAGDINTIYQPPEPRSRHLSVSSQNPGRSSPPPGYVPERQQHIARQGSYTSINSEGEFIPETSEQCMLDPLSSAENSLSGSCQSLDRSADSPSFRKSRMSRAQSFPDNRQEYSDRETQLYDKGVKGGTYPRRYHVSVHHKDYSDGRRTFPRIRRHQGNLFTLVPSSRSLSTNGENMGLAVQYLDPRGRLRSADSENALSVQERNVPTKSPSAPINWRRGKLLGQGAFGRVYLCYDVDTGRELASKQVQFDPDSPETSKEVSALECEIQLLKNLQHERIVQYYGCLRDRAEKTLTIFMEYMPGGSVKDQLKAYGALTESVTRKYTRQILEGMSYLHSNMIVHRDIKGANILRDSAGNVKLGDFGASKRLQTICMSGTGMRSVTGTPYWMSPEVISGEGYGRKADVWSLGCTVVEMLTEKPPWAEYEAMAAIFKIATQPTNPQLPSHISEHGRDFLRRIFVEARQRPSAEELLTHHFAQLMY
# MEKK2 WT-MEK5: raises or lowers MEK5 binding to wildtype human MEKK2 PB1 domain | binding response (% of control), % at 10 µM | bead flow cytometry, Alexa488-MEK5 binding to MEKK2 WT; actives lie on both sides | actives 1.1% (n = 290,000) | Q9Y2U5; in the data active = binding response below about 67% or above about 130%
# MEKK2 mut-MEK5: signal of MEK5 binding to mutant human MEKK2 PB1 domain; bead flow cytometry, Alexa488-MEK5 binding to MEKK2 mutant; percent response, % at 10 µM; actives 0.35% (n = 290,000); AID 1530; in the data active = percent response above about 24%, passing the limit was not always enough; note: inactives centre near 1; some results filed as inactive read as strong as hits; reference of the scale not given here
# GalR3 antagonist: antagonists of human GalR3; O60755; HEK293 GalR3-CNG cAMP membrane potential fluorescence; galR3 body fused to GalR1 C-terminus; inhibition, % at 3 µM; actives 0.44% (n = 360,000);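 active = inhibition above the screen-wide average plus 3 SD, cut at about 13% in these data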;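 note: forskolin and galanin both at EC90 stimulate the cells; cAMP rise reported by CNG channel membrane potential dye signal; 0% = forskolin plus galanin with DMSO and 100% = forskolin alone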
# Target sequence (O60755 1-299 limits assumed): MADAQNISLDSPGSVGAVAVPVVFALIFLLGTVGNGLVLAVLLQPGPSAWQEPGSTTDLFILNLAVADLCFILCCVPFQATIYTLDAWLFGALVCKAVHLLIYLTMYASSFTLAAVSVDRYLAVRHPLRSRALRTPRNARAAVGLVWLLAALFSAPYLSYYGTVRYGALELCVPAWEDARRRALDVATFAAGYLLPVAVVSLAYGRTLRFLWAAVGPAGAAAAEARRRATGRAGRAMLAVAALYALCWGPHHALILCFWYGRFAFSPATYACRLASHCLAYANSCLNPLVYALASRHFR
# FID counter: counter-screen for HCV NS3 helicase inhibitors: DNA intercalator displacement. DNA fluorescent intercalator displacement, fluorescence. inhibition, % at 7.9 µM. actives 0.17% (n = 290,000). AID 1845; in the data active = inhibition above about 37%;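 note: 0% = vehicle and 100% = reference compound; higher means more ethidium bromide displaced from hairpin DNA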
# CRFBP-R2 agonist: CRF-BP/CRF-R2 complex agonism; HEK293 CRF-R2/CRF-BP, calcium dye fluorescence (FLIPR); percent of saturating CRF peptide response; actives 0.46% (n = 350,000); activation, % at 13.2 µM;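 active = activation of at least 50%, plus an integration ratio under a set limit after plate pattern correction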;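 note: plate controls were neutral control wells without compound for no effect and CRF at EC100 for full effect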
# CRFBP-R2 block: CRF-BP/CRF-R2 complex antagonism; HEK293 CRF-R2/CRF-BP, CRF-induced calcium fluorescence; actives 0.59% (n = 350,000); inhibition, % at 11.8 µM;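 active = inhibition of the ligand-induced calcium signal above about 50% at the single tested concentration, limit read from the data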
# NS3 helicase inh: inhibitors of Hepatitis C virus NS3 helicase. NS3 helicase DNA unwinding, Cy5 molecular beacon fluorescence. actives 0.56% (n = 290,000). AID 1800. inhibition, % at 10.9 µM;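 active = inhibition above the mean of all tested compounds plus 3 SD, set per campaign, cut at about 35% in these data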;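 note: 0% = DMSO wells and 100% = thioflavine S control wells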
#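 Test system: hepatitis C virus NS3 helicase domain fragment enzyme. Also added: annealed dual-labelled DNA beacon duplex, ATP-started. Timing: 60 min unwinding reaction at 25 °C after ATP addition. Technique: Cy5 fluorescence. Measure: % inhibition of unwinding.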
# An asterisk follows results filed as active; . = not tested or not shown; [ ] = dose if it differs, or a comment.
# Sequence of screens – UBC9 SUMO inh	MEKK3 PB1 HTS	MEKK2 WT-MEK5	MEKK2 mut-MEK5	GalR3 antagonist	FID counter	CRFBP-R2 agonist	CRFBP-R2 block	NS3 helicase inh
> O=C(CCCCCn1c(=S)[nH]c2ccc(Br)cc2c1=O)NCC1CCCO1 (centres undefined)
 : 25	107	103	6	-2	-8	0.4	-14	-2
> CC(=O)OC(Cn1ccnc1)c1ccccc1 (centres undefined)
 : -9	100	99	3	-2	-1	-0.8	3	-6
> COc1ccccc1C(=O)NNS(=O)(=O)c1ccc(F)cc1
 : -7	102	107	-1	-5	-5	-0.7	-1	-12
> CSCCC(NS(=O)(=O)c1cccs1)C(=O)NCc1cccs1 (centres undefined)
 : -13	103	104	6	0	-5	0.1	9	-5
> Cc1ccc(N2CC(C(=O)Nc3ccccn3)CC2=O)cc1 (centres undefined)
 : -7	101	103	5	0	-9	1.3	-10	3
> CN1CCN(CCC(=O)Nc2ccc(OCc3ccccc3)cc2)CC1
 : 14	98	104	0	-4	9	2.1	12	-6
> Cc1ccc(C(=O)NC(=S)Nc2ccc3[nH]c(=O)[nH]c3c2)c(C)c1
 : 10	100	100	-4	-4	-3	4.1	8	-7
> COc1cccc(NC(=S)/C(=C(\[O-])c2ccc([N+](=O)[O-])cc2)[n+]2ccccc2)c1
 : 0	110	109	-1	1	5	-3.8	5	-2
> NNC(=O)c1cccc(COc2ccc(Br)cc2)c1
 : -3	103	111	29	7	-6	-1.4	1	-8
> O=C(CN1CCN(Cc2ccccc2Cl)C1=O)NCC1CCCO1 (centres undefined)
 : 10	106	109	13	-1	.	3.5	-6	.
> COc1ccc(C2C(C#N)=C(N)Oc3c2oc(CO)cc3=O)cc1 (centres undefined)
 : 14	100	101	5	-4	-1	1.2	2	9
> CCOCCCNC(=S)N1C2CCC1CC(NC(=O)NC13CC4CC(CC(C4)C1)C3)C2 (centres undefined)
 : -9	105	102	4	4	-13	-0.2	9	1
> Cc1ccc(-n2c(=S)[nH]c3[nH]ncc3c2=O)cc1
 : 5	98	90	-7	-1	-2	-1.4	18	6
> Cc1c(C(=O)O)oc2ccc3c(c12)C(O)CC(C)(C)O3 (centres undefined)
 : 3	99	99	-1	-11	-1	-1.7	-5	0
> Cc1ccc(N=Cc2c(O)n(-c3nccs3)c(=O)c3ccccc23)c(C)c1
 : 21	111	103	1	-1	-2	22	-36	1
> CC(C)N1CC(C(=O)Nc2cc(Cl)cc(Cl)c2)CC1=O (centres undefined)
 : -4	107	107	0	-10	-9	2.7	-6	14
> CCC(=O)Nc1ccc2nc(SCC(=O)N3CCCC3)sc2c1
 : -1	99	105	4	.	-4	0.2	-3	-2
> CCN(CC)C(=O)c1ccccc1NS(=O)(=O)c1ccc(OC)c(C(=O)N2CCOCC2)c1
 : 11	105	99	9	-9	-11	-0.1	-4	5
> C=CCNC(=S)Nc1c(N)n(C)c(=O)n(C)c1=O
 : 3	109	105	2	-1	-3	-0.4	9	-2
> O=C(CN1CCN(c2ccccc2O)CC1)Nc1cc([N+](=O)[O-])ccc1Cl
 : 9	95	94	-2	8	-2	1.1	2	-14
> O=C(NC(Nc1ccccn1)C(Cl)(Cl)Cl)c1ccccc1 (centres undefined)
 : 14	87	91	-6	-10	-1	2.2	-20	-2
> COc1ccc(CN(CC(=O)NCc2ccc(F)cc2)C(=O)c2ccco2)cc1
 : 11	103	101	0	-3	-16	-1.5	10	1
> COC(=O)C(C)N1C(=O)S/C(=C/c2cc(C)n(C(C)C)c2C)C1=O (centres undefined)
 : 2	99	90	-2	0	-20	0.1	-9	-2
> CCc1cc2c(NC(Cc3c[nH]c4ccccc34)C(=O)O)nc(C)nc2s1 (centres undefined)
 : -10	93	92	-4	-3	-36	-2.0	19	25
> CC(=O)c1ccc(N2CCN(CN3C(=O)CC4(CCCC4)C3=O)CC2)c(F)c1
 : 18	100	103	7	-7	0	0.4	-5	-15
> O=C(Oc1ccc[nH]c1=O)c1cc([N+](=O)[O-])cc([N+](=O)[O-])c1
 : 98*	96	89	10	-9	4	-3.0	21	2
> CCOC(=O)C1=C(C)N(C)C(=O)NC1c1c(C)nn(-c2ccc(C)cc2)c1Cl (centres undefined)
 : -8	104	103	4	-6	-31	-2.4	-13	1
> CC(C)(C)C(=O)NC1CCN(C(=O)N2CCCC2)CC1
 : -2	102	107	2	-1	-2	-0.8	2	-3
> COCCNC(=O)/C(C#N)=c1\s/c(=C\c2ccccc2OC(F)F)c(=O)n1Cc1ccccc1
 : 7	101	98	1	.	3	.	.	-1
> CC(=O)Nc1cccc(NC(=O)c2c(-c3ccccc3)noc2C)c1
 : 0	101	99	5	-1	1	0.7	-2	-2
> O=C(/C=C/c1nc2ccccc2s1)N1CCCCCC1
 : 3	96	79	-13	-8	-31	-0.1	-21	-4
> CN(Cc1ncc[nH]1)C(=O)CC1C(=O)NCCN1Cc1c(F)cccc1Cl (centres undefined)
 : -4	97	100	-5	-5	-4	3.4	6	6
> CCO[C@H]1OC(C(=O)N2CCN(Cc3ccc4c(c3)OCO4)CC2)=C[C@@H](c2csc3ccccc23)[C@@H]1CCCO
 : -1	107	99	2	-3	-29	-1.9	-3	-26
> Cc1ccc(C2C(C(=O)c3ccco3)=C(O)C(=O)N2c2nnc(C)s2)cc1 (centres undefined)
 : 28	100	102	3	-3	-1	25	5	11
> Cc1cc(Nc2cccc(F)c2)n2c(n1)nc1ccccc12
 : -8	103	102	1	-2	0	-0.4	-29	4
> CCOCCCNC(=O)/C(C#N)=C/c1ccccc1F
 : 20	104	103	0	-6	-3	1.1	-1	2
> C/C(N)=C(/C#N)C(=O)CSc1nnnn1-c1ccc(C)cc1C
 : 25	92	90	-10	-3	-14	0.2	-11	-2
> Cc1oc(-c2ccc(Cl)cc2)nc1CS(=O)CC(=O)NCCN1CCCC1 (centres undefined)
 : 20	110	123	16	.	4	-2.1	-26	0
> Cc1cc(C)n(Cc2ccccc2)c(=O)c1S(=O)(=O)c1ccccc1
 : -31	110	110	16	1	-2	-1.8	3	7
> COC(=O)c1cccc(C23CC4(C2)[C@H](CN(Cc2ccc(C(F)(F)F)cc2)[C@@H]4c2ccccc2)C3c2ccc(Cl)nc2)c1 (some centres undefined)
 : 2	88	86	-5	3	.	5.4	0	.
> O=C1C=C(NCCNc2c(F)c(F)c(CO)c(F)c2F)CCC1
 : 10	106	105	3	-1	-6	0.1	-13	1
> NC(=O)c1ccc(-c2ccccc2F)cc1
 : 4	92	98	-11	-2	-2	0.5	-8	-6
> CSCCC1NC(=O)N(C(C)C(=O)Nc2cc(Cl)cc(Cl)c2)C1=O (centres undefined)
 : 4	105	103	4	4	-2	-1.8	-13	2
> Cc1cc(Nc2ccc(Cl)cc2)nc(-c2ccccc2O)n1
 : 24	110	140*	28*	-8	17	2.8	-9	-9
> CCCCN(C(=O)Cn1nnc2ccccc21)C(C(=O)NCCOC)c1ccc(OC)cc1 (centres undefined)
 : -13	106	108	10	0	-31	-0.9	0	4
> CCOC(=O)C1C(=O)NC(c2ccccc2)=NC1c1ccc(Br)cc1 (centres undefined)
 : -3	95	93	-2	7	-7	-0.6	-22	0
> Cc1ccc(OCC(=O)Nc2ccccc2C(=O)NC2CC2)cc1C
 : 10	102	113	7	3	-27	2.0	0	-26
> Cc1cc(C)n2nc(SCCCC(=O)c3ccccc3)nc2n1
 : 4	96	94	-1	-5	1	0.5	-4	1
> Cc1ccc(S(=O)(=O)N2CCCCC2)cc1C(=O)c1nccn1C
 : 11	98	96	-5	-1	-23	-0.7	4	13
> Cc1c(Cl)cccc1NC(=S)N1CCN(C(=O)C2CCCO2)CC1 (centres undefined)
 : -14	98	94	3	-4	1	-2.8	22	9
> O=C(O)c1cn(-c2ccc(N3CCCC3)c(F)c2)c2c(F)c(F)c(F)cc2c1=O
 : 14	99	99	0	2	-3	-2.3	-55	16
> COc1cc(NC(=S)NNC(=O)CC(C)C)c(OC)cc1Cl
 : 16	105	103	4	-5	-13	-1.2	5	4
> C/C(=N\NC(=O)c1c(C)nc2ccccn12)c1cccc([N+](=O)[O-])c1
 : 21	102	101	1	-2	3	-3.1	-2	5
> Cc1ccc(NC2=NCC(Cc3ccc(Br)cc3)S2)cc1 (centres undefined)
 : 28	104	137	1	-5	17	-2.1	-71	-65
> Cc1ccc(Cc2nnc3n(-c4ccccc4)nc(C(=O)c4ccccc4)n3c2=O)cc1
 : 5	65*[inhibitor]	86	-2	-2	0	-0.3	5	0
> O=C(O)CC(C(=O)OC1CCCCC1)N1CCOCC1 (centres undefined)
 : 6	91	101	-3	.	1	0.1	-13	-7
> COc1ccc(OC)c(NC(=O)CS(=O)(=O)Cc2ccccc2)c1
 : 1	102	103	8	0	-8	-0.3	5	1
> COc1ccccc1-n1c2c(cc(C(=O)N3CCC(C)CC3)c1=O)C(=O)CC(C)(C)C2
 : 5	105	107	2	-3	-34	-0.1	5	14
> O=C1c2ccccc2C(=O)N1CCCn1c(=O)oc2ccccc21
 : 3	101	102	-2	2	0	0.8	15	8
> COc1ccccc1N1CC(C)(C)C(=O)N(C(=O)c2c(F)cccc2Cl)C1=S
 : 6	95	90	-7	1	-18	4.2	6	-14

# Reformatted as labelled records: part of the list above.
CC(C)(C)C(=O)NC1CCN(C(=O)N2CCCC2)CC1
  UBC9 SUMO inh: -2	MEKK3 PB1 HTS: 102	MEKK2 WT-MEK5: 107	MEKK2 mut-MEK5: 2	GalR3 antagonist: -1	FID counter: -2	CRFBP-R2 agonist: -0.8	CRFBP-R2 block: 2	NS3 helicase inh: -3
Cc1ccc(C(=O)NC(=S)Nc2ccc3[nH]c(=O)[nH]c3c2)c(C)c1
  UBC9 SUMO inh: 10	MEKK3 PB1 HTS: 100	MEKK2 WT-MEK5: 100	MEKK2 mut-MEK5: -4	GalR3 antagonist: -4	FID counter: -3	CRFBP-R2 agonist: 4.1	CRFBP-R2 block: 8	NS3 helicase inh: -7

# The listing continues:
# Sequence of screens – UBC9 SUMO inh	MEKK3 PB1 HTS	MEKK2 WT-MEK5	MEKK2 mut-MEK5	GalR3 antagonist	FID counter	CRFBP-R2 agonist	CRFBP-R2 block	NS3 helicase inh
> c1ccc2c(Nc3ccc4c(c3)OCCO4)c3c(nc2c1)CCC3
 : 23	94	104	0	-4	8	-1.1	-6	-18
> N/C(=N\OC(=O)Cc1ccccc1)c1ccc(Br)cc1
 : -15	100	101	0	-4	-4	-0.4	-15	-3
> NC(=O)c1c(NC(=O)C2CCCO2)sc2c1CCCCC2 (centres undefined)
 : 6	103	102	-2	-4	1	-0.8	10	6
> Cc1nc(N2CCCCC2)sc1C=O
 : 13	76	73	-7	-2	-4	.	.	2
> COc1ccc(OC)c(C2NC(=S)NC3=C2N2CCC3CC2)c1 (centres undefined)
 : 13	98	98	5	-3	18	-1.1	9	7
> C[n+]1cn(Cc2cc(Cl)ccc2OC(F)F)c2ccccc21
 : 6	104	108	6	-8	-3	1.1	-5	-4
> CCC(=O)NCCc1nc2cc(NC(=O)COc3ccccc3)ccc2n1C
 : 0	99	104	-8	-8	-17	0.9	4	-3
> CCN(CC)S(=O)(=O)c1ccc(-c2cn3cc(Cl)ccc3n2)cc1
 : 4	102	106	2	-5	-19	-0.9	15	6
> COc1ccc(NC(=O)CN(C)S(=O)(=O)c2ccc(C)cc2)c([N+](=O)[O-])c1
 : 4	107	116	36	2	-1	3.8	-9	-4
> CCOC(=O)c1ccc(N2C(=O)c3n[nH]c(C)c3C2c2ccc(OC)c(OC)c2)cc1 (centres undefined)
 : -13	103	100	-1	0	-23	0.1	3	-8
> CC(=O)Cc1ccccc1OCC(=O)O
 : -6	85	85	-7	-2	4	-1.9	1	-2

# An excerpt. The share of hits here may be higher or lower than overall.
